Screening data deposited in PubChem by several laboratories.
aDG glyco act: activators of alpha-DG glycosylation, primary screen, uHTS, Pro5-aDG cells, AlphaScreen; alpha-DG glycosylation AlphaScreen (IIH6); 0% Pro5, 100% B10-LARGE cell signal; activation, % at 10 µM; 0.22% of 360,000 active;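 active means activation of at least 8% versus controls, or a plate z-score of at least 8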;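 further: Pro5 are CHO cells carrying HIG-tagged alpha-DG that lacks glycosylation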
ABHD5-PLIN5 inh: ABHD5-PLIN5 interaction inhibitors, primary screen, cell lysate, split luciferase complementation, luminescence. Split G. princeps luciferase complementation, 4 h. inhibition, % at 4 µM. 0.78% of 360,000 active. AID 602281, 2012;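 active means inhibition above the mean inhibition across every tested compound plus 3 SD, cut at about 22% in these data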;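 further: 0% = DMSO only wells and the 100% control is not disclosed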
Target sequence (Q00G26 whole entry, looked up): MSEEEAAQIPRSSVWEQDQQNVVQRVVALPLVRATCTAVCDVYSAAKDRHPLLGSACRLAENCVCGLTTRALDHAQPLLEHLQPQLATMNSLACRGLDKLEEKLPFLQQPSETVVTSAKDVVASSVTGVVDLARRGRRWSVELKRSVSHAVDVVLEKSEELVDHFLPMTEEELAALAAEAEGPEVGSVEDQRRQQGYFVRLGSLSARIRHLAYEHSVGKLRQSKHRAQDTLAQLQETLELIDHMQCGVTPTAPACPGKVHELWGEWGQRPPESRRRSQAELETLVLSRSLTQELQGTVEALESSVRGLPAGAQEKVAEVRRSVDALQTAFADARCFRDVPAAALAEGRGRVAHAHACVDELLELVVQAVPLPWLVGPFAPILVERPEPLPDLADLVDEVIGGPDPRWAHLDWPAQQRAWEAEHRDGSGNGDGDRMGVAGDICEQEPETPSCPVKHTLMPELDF
Target sequence (Q8WTS1 whole entry, looked up): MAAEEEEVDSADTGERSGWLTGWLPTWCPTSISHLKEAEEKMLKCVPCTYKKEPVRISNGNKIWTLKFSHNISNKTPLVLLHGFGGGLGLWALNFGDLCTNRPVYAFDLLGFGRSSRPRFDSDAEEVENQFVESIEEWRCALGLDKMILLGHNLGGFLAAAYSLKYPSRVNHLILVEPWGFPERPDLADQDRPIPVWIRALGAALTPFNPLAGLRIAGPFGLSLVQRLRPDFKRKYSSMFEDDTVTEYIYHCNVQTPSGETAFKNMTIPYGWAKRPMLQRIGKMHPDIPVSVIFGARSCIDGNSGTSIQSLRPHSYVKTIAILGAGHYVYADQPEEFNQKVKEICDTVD
m5-HT2A agonist: mouse Htr2a agonists via beta-arrestin recruitment, primary screen, cell-based, luminescence. 5-hydroxytryptamine receptor 2A (Mus musculus), P35363. CHO-K1 mHTR2A beta-arrestin complementation; percent of 30 µM serotonin response. activation, % at 7.6 µM. 0.66% of 360,000 active. AID 624169, 2012;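 active means activation above a run cutoff, the mean activation of all tested compounds plus 3 SD, cut at about 14% in these data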;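 further: 0% = plate median of compound wells and 100% = 30 µM serotonin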
MC4R ag barr: MC4R agonists recruiting beta-arrestin, primary screen, cell-based, luminescence, agonist arm of biased-ligand search | 0.98% of 360,000 active | Melanocortin receptor 4 (Homo sapiens), P32245 | activation, % at 8.9 µM | AID 540308, 2011 | U2OS MC4R beta-arrestin complementation; percent of melanotan II response, DMSO zero;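 active means activation above a per-plate cutoff, the mean activation of sample wells on that plate plus 3 SD, cut at about 8% in these data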
MC4R antag cAMP: MC4R antagonists of cAMP signaling, primary screen, cell-based, TR-FRET, antagonist arm of biased-ligand search. inhibition, % at 6.5 µM. MC4R-expressing cells, MTII-stimulated cAMP, LANCE TR-FRET. AID 540295, 2011. Melanocortin receptor 4 (Homo sapiens), P32245. 0.48% of 360,000 active;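 active means inhibition above its plate's cutoff, the mean of tested wells on that plate plus 3 SD, cut at about 29% in these data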;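 further: 0% = Melanotan II alone and 100% = Melanotan II plus saturating MCL0020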
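System: U2OS-MC4R stable cell line; Technique: Eu-cAMP/anti-cAMP TR-FRET, emission 671 nm; Repeats: single well per compound; Also added: Melanotan II; Dosing: one concentration, 6.5 µM nominal; Schedule: 30-min compound, 1-h challenge, 1-h detection, room temperature.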
iPSC survival up: enhancers of single-cell hiPSC survival, primary screen, ATPlite luminescence. 100% = ROCK inhibitor wells, 0% = DMSO. survival enhancement, % at 20 µM. 0.044% of 360,000 active; in the data active means survival enhancement above about 18%;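 further: cells exposed to compounds for 16 hours before the ATP read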
Cardio protect: cardioprotection against H2O2-induced cell death, primary screen, uHTS, H9c2 cells, ATPLite luminescence. H9c2 cardiomyocytes, H2O2 injury protection, 2 h. protection from H2O2 cell death, % at 20 µM. 0.63% of 360,000 active. AID 588492, 2011;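 active means compounds giving at least 50% protection of heart cells from peroxide-induced death in the single-dose screen, raw or plate-pattern-corrected value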;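 further: 0% = DMSO wells with peroxide and 100% = DMSO wells without peroxide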
Exocytosis inh: LAMP-1 surface exposure blockers, TALL-104 cells – cell-based, flow cytometry, MLPCN library, primary screen. TALL-104 LAMP-1 surface exposure; cells stimulated with thapsigargin and PMA. inhibition, % at 10 µM. 0.66% of 360,000 active. AID 651702, 2012;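 active means inhibition above about 55%, limit read from the data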
Glyco luc inh: increase of ERlucT glycosylation luciferase signal, primary screen, N-linked glycosylation inhibitor project, D54 ERlucT cells, luminescence, set 2; 0.23% of 360,000 active; reporter increase, % at 12.5 µM; D54 ERlucT glycosylation luciferase reporter, 24 h; percent of 100 nM tunicamycin response;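 active means mean luciferase reporter signal, scaled so untreated is 0 and the glycosylation-blocking control 100, at or above a set limit in every replicate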;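 further: luciferase carries N-glycosylation sites so blocking glycosylation raises the light; 0% = median of neutral control wells and 100% = median of 100 nM tunicamycin wells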
ABCB6 inh MLPCN: ABCB6 transporter inhibitors, primary screen, K562-ABCB6 cells, flow cytometry, MLPCN library; fluorescence ratio to DMSO, % at 10 µM; AID 602162, 2011; K562-ABCB6 porphyrin accumulation, 1 h; stronger effect = lower value; 0.19% of 360,000 active; ATP-binding cassette sub-family B member 6 (Homo sapiens), Q9NP58;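 active means fluorescence ratio to DMSO below 75%, the collection mean minus 3 SD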;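 further: signal is porphyrin accumulated inside mitochondria; 100% equals median channel fluorescence of DMSO control wells; lower ratio means ABCB6 inhibition with less porphyrin fluorescence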
An asterisk follows results filed as active. No enrichment for hits; any-hit rate near 4.5%.

SMILES	aDG glyco act	ABHD5-PLIN5 inh	m5-HT2A agonist	MC4R ag barr	MC4R antag cAMP	iPSC survival up	Cardio protect	Exocytosis inh	Glyco luc inh	ABCB6 inh MLPCN
CCOC(=O)C1CCN(C(=O)c2oc3ccc(S(=O)(=O)N4CC(C)CC(C)C4)cc3c2C)CC1 (stereo not drawn)	1.0	-14	-4	-0.1	0	-0.2	-10	-10	-1	99
O=C(Nc1cccc(Cl)c1)c1cccc(N2C(=O)C3CC=CCC3C2=O)c1 (stereo not drawn)	0.0	2	3	-3.3	-1	-0.3	-10	30	-3	93
Cc1ccc2nc(-c3ccc(SCC(=O)O)nc3)[nH]c2c1	0.0	4	-2	0.2	2	0.5	-13	1	5	102
Cc1ccc(NC(=O)CSc2ncccn2)cc1S(=O)(=O)N1CCOCC1	0.1	-1	4	0.1	13	-0.5	-2	-3	1	100
CCOC(=O)N1CCN(C(=O)CS(=O)(=O)c2cn(Cc3ccc(F)cc3)c3ccccc23)CC1	0.1	5	3	0.8	13	1.7	2	0	1	101
CCOc1ccccc1NC(=S)N1CCN(c2cccc(C)c2C)CC1	0.2	1	-8	-0.2	2	0.1	-12	14	2	97
COc1ccc(CNC(=O)COC(=O)c2ccc(S(=O)(=O)N3CCOCC3)cc2)cc1	0.2	-4	1	-1.5	7	-1.5	0	-8	4	101
CC1(c2ccccc2)NC(=O)N(CC(=O)Nc2cc(S(=O)(=O)N3CCOCC3)ccc2Cl)C1=O (stereo not drawn)	0.0	-9	1	-2.6	7	-0.6	0	7	4	96
Cc1ccc(S(=O)(=O)NCC(=O)OCC(=O)c2cccs2)cc1	0.0	-8	-2	-1.1	38*	0.3	-5	1	-3	82
COc1ccc(CCNC(=O)c2cc(COc3c(C)cccc3C)on2)c(OC)c1	-0.4	11	-1	1.5	7	0.5	-5	3	1	101
CC1(C)N=C(c2ccccc2)C(c2ccccc2)=N1	0.2	-3	3	-2.4	-5	2.3	-1	-13	3	95
O=C(C[C@H]1C[C@H](C(=O)N2CCOCC2)[C@@]2(CCC3CCCC3)c3[nH]c4ccc(Cl)cc4c3CCN2C1=O)NCCc1ccccn1	-0.1	-5	0	0.9	5	-2.0	-10	4	4	103
COc1cnc(-c2ccccn2)nc1Oc1ccc(Cl)cc1	1.3	2	-9	0.3	0	-0.3	4	0	0	89
O=[N+]([O-])c1ccccc1S(=O)(=O)c1ccccc1[N+](=O)[O-]	1.1	-2	5	-0.5	9	-0.4	-1	-8	1	97
Nc1cc(=O)[nH]c(SCC(=O)Nc2cccc(S(=O)(=O)N3CCCCC3)c2)n1	0.0	-3	-5	-2.4	5	-4.5	2	-11	1	103
COc1ccc2[nH]c3c(=O)n4c(nc3c2c1)SCC4	0.5	1	3	-0.6	-10	-1.2	4	-3	6	268
Cc1c(Cl)cccc1NC(=S)NCc1cccs1	0.3	-10	-3	-3.3	-1	-0.8	-9	0	-4	99
Cc1nc2nc(SCC(=O)NCCCN3CCCCCC3)nn2c(C)c1Cc1ccccc1Cl	0.0	7	0	-1.5	-2	-0.4	3	0	-5	100
O=C(NC(=O)c1ccccc1)Nc1ccccn1	0.1	3	-6	-2.5	8	-0.4	-22	-2	-22	97
c1ccc(C2=NN(c3ccccc3)C(c3ccco3)C2)cc1 (stereo not drawn)	0.0	-11	-3	0.6	3	-1.3	-6	-6	-1	100
COc1ccc(C2=NOC(C(=O)NC(C)C)C2)cc1 (stereo not drawn)	0.1	-4	3	0.7	0	6.5	-2	1	1	94
O=C(/C=C/Nc1ccc(Oc2ccccc2)cc1)c1ccco1	-0.4	0	0	4.4	8	-1.3	-20	5	-10	86
CCS(=O)(=O)C1=NN2C(=N)/C(=C\c3ccc(SCc4ccco4)o3)C(=O)N=C2S1	-0.2	7	18*	4.8	-11	1.0	-5	3	1	101
c1ccc2c(c1)ncn2CCOCCOCCn1cnc2ccccc21	0.2	3	-1	-0.8	3	-1.3	-8	1	-1	100
C=CCc1cccc2cc(C(=O)Nc3ccc(CC(=O)O)cc3)c(=O)oc12	-0.3	0	0	-1.2	10	-0.1	-8	6	3	96
COCCNC(=O)CN(C(=O)CCC(=O)Nc1ccccn1)c1ccc(OC)cc1	0.0	-1	3	1.8	16	-0.1	9	-7	0	102
CCC(Sc1nc2cc(OC)c(OC)cc2c(=O)n1CCc1ccc(OC)c(OC)c1)C(=O)NCCOC (stereo not drawn)	-0.6	-6	9	2.5	5	-0.6	39	6	-1	97
O=C(Nc1n[nH]c(=S)s1)c1ccc2ccccc2c1	0.0	-12	18*	0.3	11	-0.5	-2	-2	4	102
CCn1c(=O)c(=O)[nH]c2cc(C(=O)N3CCN(c4ccccc4F)CC3)ccc21	-0.2	-2	-7	0.8	3	1.9	2	4	1	108
COc1ccc(-c2ccc(CCC(=O)O)n2-c2ccccc2O)cc1	-0.2	2	7	-3.3	-7	0.7	-1	-4	4	102
CCN(CC)C(=O)C1CC(=O)N(c2ccc(F)c(Cl)c2)C1 (stereo not drawn)	0.1	0	-1	0.6	5	1.2	-5	12	0	101
COCc1cc(=O)n2[nH]c(SC)nc2n1	0.0	-6	3	-1.6	0	0.1	3	1	1	102
COc1cccc(NC(=S)N2c3ccccc3CC2C)c1 (stereo not drawn)	0.0	-7	1	0.7	10	-0.6	-2	3	1	93
COC(=O)[C@]1(Cc2ccccc2)N[C@H](CN(C)C(=O)C2CCCCC2)[C@@H]2C(=O)N(C)C(=O)[C@@H]21	0.3	-3	4	-1.2	16	-1.3	2	2	-1	101
CCCN1C(=O)c2[nH]nc(-c3cc(Cl)c(C)cc3O)c2C1c1ccc(O)c(OC)c1 (stereo not drawn)	0.0	-1	-3	-0.7	24	0.3	9	4	-4	100
COc1ccc(C(=O)Nc2ccc(N3CCOCC3)cc2)cc1OC	0.0	4	6	0.2	9	-0.7	-7	2	4	91
CC(C)N(Cc1nccn1C)C(=O)c1cc(COc2ccc(F)cc2Cl)on1	0.1	-7	-11	-2.4	-3	-0.5	-3	2	-1	97
Cc1ccc(C(=O)n2cnnc2N)cc1C	-0.3	5	-3	-1.8	8	1.1	4	2	3	101
N#C/C(=C\c1ccccc1[N+](=O)[O-])c1nc(C2CC2)cs1	0.0	1	-4	0.1	-3	5.0	-9	-3	-5	97
Cc1ccc(NS(=O)(=O)c2c(C)[nH]c(C)c2C(=O)N2CCCCC2)c(C)c1	-0.1	-3	2	-1.3	-4	0.4	1	0	1	95
CC(C)(C)NC(=O)CN(C(=O)C(=O)Nc1ccc2c(c1)OCCO2)C(C)(C)C	0.1	-4	0	-2.1	3	-0.4	-2	2	3	95
CC(C)c1nc2oc3c(=O)[nH]cnc3c2c2c1CCC2	0.3	11	1	-0.5	9	3.0	1	-1	3	97
CCOc1ccc(-n2c(=O)[nH]cc(C(=O)N3CCc4ccccc43)c2=O)cc1	0.2	2	-2	-1.4	6	18	0	0	0	91
O=C(Nc1ccc(Br)cc1)Nn1cnnc1	0.2	2	-2	-2.3	0	0.0	-4	0	-2	94
CC(=O)c1sc(NC(=O)Cc2c(F)cccc2Cl)nc1C	0.0	-11	-4	1.8	5	-0.4	-3	3	3	100
CCN(CC)CCn1c(NS(=O)(=O)c2ccc(C)cc2)nc2ccccc21	-0.1	13	-15	4.5	-1	-0.3	0	0	-1	102
CCCCOCCCn1c(-c2ccco2)nc2nc3ccccc3nc21	0.2	6	3	0.0	1	5.1	22	4	0	109
CC(C)(C)OC(=O)NC(=NCCCc1cn(CC(=O)N2CCN(C(=O)OC(C)(C)C)CC2)nn1)NC(=O)OC(C)(C)C	0.0	-1	4	-0.7	11	-1.6	3	2	-1	104
O=C(Cc1ccc(F)cc1)Nc1ccccc1Sc1ccccc1	-0.1	-4	-2	3.6	10	-1.8	0	-2	-5	102
N#Cc1ccc(NC(=O)CN2CCN(c3ccccn3)CC2)cc1	-0.1	-7	7	0.1	23	1.6	-4	-4	1	98

Part of the list above in order of molar mass, smallest number first:
SMILES	aDG glyco act	ABHD5-PLIN5 inh	m5-HT2A agonist	MC4R ag barr	MC4R antag cAMP	iPSC survival up	Cardio protect	Exocytosis inh	Glyco luc inh	ABCB6 inh MLPCN
CCCCOCCCn1c(-c2ccco2)nc2nc3ccccc3nc21	0.2	6	3	0.0	1	5.1	22	4	0	109
CCOc1ccc(-n2c(=O)[nH]cc(C(=O)N3CCc4ccccc43)c2=O)cc1	0.2	2	-2	-1.4	6	18	0	0	0	91
CC(C)(C)NC(=O)CN(C(=O)C(=O)Nc1ccc2c(c1)OCCO2)C(C)(C)C	0.1	-4	0	-2.1	3	-0.4	-2	2	3	95

Further entries.
SMILES	aDG glyco act	ABHD5-PLIN5 inh	m5-HT2A agonist	MC4R ag barr	MC4R antag cAMP	iPSC survival up	Cardio protect	Exocytosis inh	Glyco luc inh	ABCB6 inh MLPCN
COc1ccc(OC)c(NC(=O)c2ccc(NS(=O)(=O)c3c(C)noc3C)cc2)c1	0.2	-4	0	-2.5	8	1.5	4	2	0	91
O=C(O)CCSc1nc2ccc(Br)cc2[nH]1	-0.4	-4	4	0.8	5	-2.3	1	-2	0	82
Cc1ccc(C(=O)Nc2ccc(-c3csc(C)n3)cc2)cc1	1.4	-1	1	-0.5	-5	0.0	-7	4	-6	85
COc1ccc(S(=O)(=O)N2CCCCCC2)cc1NC(=O)Cc1n[nH]c(=O)c2ccccc12	-0.3	-9	-5	-3.6	5	-0.3	23	8	-3	98
Cc1ccc(NC(=O)CSC(C)C(=O)NCCc2ccccn2)cc1 (stereo not drawn)	0.4	7	2	0.0	10	-1.4	3	1	-1	101
O=C(c1ccccc1)c1cnc[nH]1	-0.3	8	1	-1.4	-2	0.1	4	0	1	102
Cc1c(Cl)cccc1NS(=O)(=O)c1cccc2nsnc12	-0.1	7	-10	0.8	24	-0.4	1	-6	0	98
O=C(NCCOC(=O)c1ccccc1)c1ccc([N+](=O)[O-])cc1	0.0	2	0	-2.5	1	0.5	-3	-4	-1	95
CC(C)CC(=O)N1CCN(S(=O)(=O)c2ccc(Cl)cc2)CC1	-0.1	-3	1	-2.0	4	0.0	1	0	-1	100
CC(C)(C)c1ccc(NC(=O)COC(=O)c2ccc([N+](=O)[O-])s2)cc1	-0.1	0	2	2.1	15	-2.2	8	10	2	104
C/C(=N\NC(=O)c1ccc(CSc2cccc3cccnc23)cc1)C1CCCCC1	-0.2	1	-4	-0.4	6	1.3	-6	-3	-1	91
COc1ccc(S(=O)(=O)N2CCOCC2)cc1NC(=O)CSc1cccc[n+]1[O-]	0.0	-6	-2	-1.9	12	-0.6	3	-9	1	91
